From PubChem BioAssay
KB-3-1 cytotox: qHTS assay for MDR1-selective chemotherapeutics: Primary screen using the parental adenocarcinoma cell KB-3-1. KB-3-1 viability, CellTiter-Glo ATP luminescence, 72 h. Potency, µM (top dose mostly 46.1 µM), inactives show at the top dose activity change, negative = cytotoxic, actives largely listed as cytotoxic. 400,000 compounds, 1.4% hits; also: potency is read from the fitted curve at half-maximal effect; % is scaled to controls: 0 for no effect and ±100 for the full control effect; nearly all actives have a fitted effect of over 60% in size
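Cells are dispensed, compounds pinned in, plates held at 37 °C for 72 h, then CellTiter-Glo is added and luminescence read after 10 minutes. Cell line: parental KB-3-1 in phenol-red-free DMEM, 10% FBS.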
MCF10A rereplic: A quantitative high throughput screen for small molecules that induce DNA re-replication in MCF 10a normal breast cells. MCF 10A DNA re-replication, Hoechst nuclear intensity, 48 h. Potency, µM (titrated, usually from 46.1 µM), for inactives: at the highest dose activity, positive = re-replication, actives largely listed as activators. 350,000 compounds, 2.9% hits. AID 624296, 2012; also: potency is read from the fitted curve at half-maximal effect; % of control where 0% means no effect; nearly all actives have a fitted effect of over 50% in size
HT1080 IDH1KD tx: qHTS for induction of synthetic lethality in tumor cells producing 2HG: qHTS for the HT-1080-IDH1KD cell line; 360,000 compounds, 2% hits; AID 686971, 2013; HT-1080 IDH1 knockdown viability, ATP luminescence, 48 h; Potency, µM (titrated, usually from 46.1 µM), inactives show at the highest dose activity, negative = toxicity, most hits filed as cytotoxic;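 also: potency is read from the fitted curve at half-maximal effect; 0% = DMSO wells and -100% = cell-free medium wells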
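CellTiter-Glo luminescence after 48 h compound exposure at 37 degrees C of IDH1-knockdown HT-1080 cells in 5% FBS RPMI. %Activity scaled between DMSO wells and cell-free media wells, with curves fitted and assigned curve classes.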
KB-V1 MDR tox: qHTS assay for MDR1-selective chemotherapeutics: Primary screen using the drug-selected MDR subline cells KB-V1 | KB-V1 MDR cells viability, CellTiter-Glo, 72 h | AID 1347076, 2019 | Potency, µM (top dose mostly 46.1 µM), for inactives: at the highest dose activity change, negative = cytotoxicity, usual class: cytotoxic | 400,000 compounds, 3.4% hits; also: potency is read from the fitted curve at half-maximal effect; % is scaled to controls: 0 for no effect and ±100 for the full control effect; nearly all actives have a fitted effect of over 60% in size
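KB-V1 cells (P-gp-expressing MDR subline of KB-3-1) in phenol-red-free DMEM with 10% FBS were exposed to library compounds over a concentration series for 72 h at 37 degrees C. Viability read by CellTiter-Glo luminescence; concentration-effect curves fitted after normalization.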
ATXN2 expr inh: Primary qHTS for Inhibitors of ATXN expression | 360,000 compounds, 0.72% hits | Potency, µM (doses to about 57 µM), for the others: at the top dose activity change, negative = inhibition, actives largely listed as inhibitors | HEK-293 ATXN2-luciferase reporter, luminescence, 24 h; also: potency is read from the fitted curve at half-maximal effect; % is scaled to controls: 0 for no effect and ±100 for the full control effect; nearly all actives have a fitted effect of over 55% in size
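qHTS (up to 57 uM final) was run with 24 h compound exposure of reporter cells at 37 °C. Each well was multiplexed: SteadyGlo luminescence measured ATXN2-luciferase expression after a fluorogenic Gly-Phe-AFC viability readout (25 uM final).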
ATXN viability: Viability Counterscreen for Primary qHTS for Inhibitors of ATXN expression; S2 cells (HEK-293 line with an ATXN2-luciferase reporter) viability, CellTiter-Fluor protease fluorescence, 24 h; Potency, µM (top dose mostly 56.7 µM), hits mostly cytotoxic; 400,000 compounds, 0.49% hits; AID 651635, 2014; also: potency is read from the fitted curve at half-maximal effect; nearly all actives have a fitted effect of over 40% in size
IL-1B inflam inh: qHTS for Inhibitors of Inflammasome Signaling: IL-1-beta AlphaLISA Primary Screen; THP-1 LPS/ATP IL-1B secretion, AlphaLISA, 16 h; stronger effect = lower value; activity change, % at 57.5 µM; 360,000 compounds, 4.7% hits; AID 743279, 2014; in the data active = activity change below about -50%; inconclusive = mostly about -30% to -49%; also: % is scaled to controls: 0 for no effect and ±100 for the full control effect
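Secreted IL-1B measured by AlphaLISA bead assay after 16 h compound exposure of THP-1 cells; compounds (final up to 57.5 uM) added 1 h before LPS (250 ng/mL) and ATP (1.25 mM) stimulation; lower signal means less secretion.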
SW480 rereplic: A quantitative high throughput screen for small molecules that induce DNA re-replication in SW480 colon adenocarcinoma cells; AID 624297, 2012; Potency, µM (doses to about 46.1 µM), for the others: top-dose re-replication activation, actives largely listed as activators; SW480 DNA re-replication, Hoechst DNA content imaging, 48 h; 340,000 compounds, 1.8% hits; also: potency is read from the fitted curve at half-maximal effect; % of control where 0% means no effect; nearly all actives have a fitted effect of over 55% in size
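Hoechst fluorescence of nuclei (405 nm excitation, 500-530 nm emission) measured by plate-scanning imager after 48 hr compound exposure at 37 C; re-replication scored as increased number of nuclei with elevated intensity.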
HT1080NT lethal: qHTS for induction of synthetic lethality in tumor cells producing 2HG: qHTS for the HT-1080-NT fibrosarcoma cell line. HT-1080-NT fibrosarcoma viability, CellTiter-Glo ATP luminescence, 48 h. Potency, µM (doses to about 46.1 µM), for the others: top-dose activity, negative = less viability, hits mostly cytotoxic. AID 686970, 2013. 360,000 compounds, 1.6% hits;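 also: NT is the 2HG producing partner of a matched IDH1 knockdown line; potency is read from the fitted curve at half-maximal effect; 0% = DMSO-treated cells and -100% = media-only wells without cells; nearly all actives have a fitted effect of over 55% in size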
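Compounds were tested in concentration-response format on HT-1080-NT cells for 48 hours at 37 degrees C. Cell viability came from CellTiter-Glo luminescence; curves were classified by r2, response magnitude and activity.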
* = called active by the depositor; i = inactive; ? = inconclusive; · = not tested or not shown; & = joins results of further samples; [ ] = another dose, or the depositor's remark. Unless noted, calls follow the shape of the dose curve; as a rule, active = well fitted curve in the direction sought with a large enough effect; inconclusive = small, poorly fitted or top-dose-only effect, or another doubt; inactive = no such curve, though single readings can be large; an effect the other way counts as inactive or inconclusive.

SMILES	KB-3-1 cytotox	MCF10A rereplic	HT1080 IDH1KD tx	KB-V1 MDR tox	ATXN2 expr inh	ATXN viability	IL-1B inflam inh	SW480 rereplic	HT1080NT lethal
COc1ccc(-c2ccc([C@H]3[C@H]4C=CC[C@@H](C)[C@@H]4C(=O)N3Cc3ccccc3)c(F)c2)cc1C	-3%	?	-7%	20%	-14%	i	11	?	-15%
Cc1ccc(C(=O)COC(=O)CCC(=O)Nc2cc(Cl)ccc2Cl)cc1[N+](=O)[O-]	-7%	0%	-18%	0%	-3%	i	16	-4%	-3%
CCN1C(=S)SC(=O)C1=C1C=C(C)OC(C)=C1	9%	0%	2%	0%	3%	i	-19	-1%	3%
O=C(COC(=O)c1ccc(S(=O)(=O)N2CCCC2)cc1)Nc1ccccc1Cl	1%	·	9%	14%	·	i	5	·	11%
COc1ccc(C/C(N)=N/OC(=O)COc2ccccc2C)cc1	2%	-1%	-4%	-6%	-22%	i	-18	8%	-4%
CCOc1ccc(/C=N/n2nnnc2N)cc1O	-13%	1%	6%	9%	17%	i	-6	-3%	11%
COc1cccc(NC(=O)Nc2ccc3c(c2)nc(C)n3C)c1	-3%	1%	-1%	?	-7%[11.3 µM]	i	-12	0%	-12%
O=C1CCCCCN1CSc1nc2ccccc2s1	-5%	-3%	-16%	-18%	-4%	i	31	-5%	-19%
O=C(Oc1ccccc1)c1ccccc1OS(=O)(=O)c1ccccc1	2%	?	5%	?	-12%	i	-6	-5%	4%
Cc1oc2c(CN3CCCC3)c(O)ccc2c(=O)c1-c1ccccc1	1%	-1%	-19%	-33%	9%	i	12	0%	1%
Cc1ccc2c(c1)N(CC(=O)NC1CCCCCC1)C(=O)c1cccnc1O2	-10%	10%	-2%	-12%	-1%	i	24	5%	-1%
CC1(C)Cc2c(ccc3ccccc23)/C(=C/C#N)N1	4%	?	?	-4%	-22%	i	0	11%	-28%
CC(C)(CN=C1NS(=O)(=O)c2ccccc21)CNC(=O)CN1C(=O)c2ccccc2C1=O	-1%	-16%	7%	6%	1%	i	4	1%	7%
COC(=O)/C=C/c1ccsc1NC(C)=O	3%	1%	19%	-10%	1%	i	9	9.2µM*	20%
CC1(C)C(=O)OC(/C=C\c2ccccc2)C(C)(C)C1=O (centres undefined)	22%	3%	-1%	-5%	6%	i	-7	-43%	1%
CC(C)OC(=O)C1=C2SCC(=O)N2C(N)=C(C#N)C1	-2%	3%	12%	0%	7%	i	16	0%	5%
COc1cccc(CNC(=O)CSc2nc3ccccc3nc2Cc2ccccc2)c1	19%	·	·	-15%	2%	i	·	·	·
CC1(C)Cc2cccc(OCC(=O)OCc3nnc(-c4ccccc4)o3)c2O1	3%	-7%	-3%	2%	0%	i	11	-7%	-2%
CCCc1cc(-c2ccc(O)c(OCC)c2)c(C#N)c(N)n1	?	1%	?	?	-10%	i	4	3%	-17%
O=C(CSc1nc2ccccc2[nH]1)NCCc1ccc(Cl)cc1	-11%	-2%	-24%	-2%	-16%	i	-23	4%	-5%

3 compounds already listed, ordered by their value in IL-1B inflam inh, ascending:
Structure,IL-1B inflam inh
O=C(Oc1ccccc1)c1ccccc1OS(=O)(=O)c1ccccc1,-6
COC(=O)/C=C/c1ccsc1NC(C)=O,9
Cc1oc2c(CN3CCCC3)c(O)ccc2c(=O)c1-c1ccccc1,12

(further entries)
SMILES	KB-3-1 cytotox	MCF10A rereplic	HT1080 IDH1KD tx	KB-V1 MDR tox	ATXN2 expr inh	ATXN viability	IL-1B inflam inh	SW480 rereplic	HT1080NT lethal
CCCC(=O)Nc1cccc(-c2nc3cc(C)c(C)cc3o2)c1C	-7%	·	·	0%	22%	i	·	·	·
Cc1ccc2c(c1)C(c1ccc(F)cc1)N(C(=O)COc1ccc(Cl)cc1Cl)CC(=O)N2 (centres undefined)	?	·	·	?	?	?	·	·	·
O=C(CN1C(=O)c2ccccc2S1(=O)=O)Nc1ccccc1C(=O)NCc1ccco1	18%	-3%	18%	28%	8%	i	17	-1%	20%
Cn1nc(C(=O)NCc2ccc(Cl)cc2)c2c1-c1ccccc1S(=O)(=O)C2	1%&-5%	0%	-5%	4%&10%	-11%	i	-22	-10%	-4%
COc1ccc(CN2CCC(C(=O)c3ccc(F)cc3)CC2)cc1	-5%	36%	-2%	14%	·	?	-13	6%	-5%
COc1ccc(-c2noc(-c3ccc(NCc4ccco4)c([N+](=O)[O-])c3)n2)cc1	14%	·	·	34%	9%	i	·	·	·
CC(O)(CC(=O)CC(=O)c1ccccc1)c1ccccc1 (centres undefined)	·	?	-26%	·	-8%	i	-12	-1%	-30%
Cc1cccc(C)c1OCc1cc(C(=O)N2CCN3CCCC3C2)no1 (centres undefined)	23%	5%	12%	15%	28%	i	0	-7%	6%
Cc1cc(NC(=O)NC2(C(F)(F)F)Oc3ccc(Cl)cc3O2)no1 (centres undefined)	?	-1%	10µM*	18µM*	-33%	i	44	10%	?
CCOc1ccc(NC(=O)Nc2cc(OCC(F)(F)F)cc(OCC(F)(F)F)c2)cc1	?	?	?	3%	-16%	i	-3	?	-2%
COc1ccc(N2CCN(C(=O)C3CCCN(c4ncnc5c4nc4n5CCCCC4)C3)CC2)cc1 (centres undefined)	5%	2%	-9%	?	-25%	?	-2	1%	-18%
COc1ccc(NC(=O)CC2C(=O)N(c3cccc(C)c3)C(=O)N2C2CCCCC2)cc1 (centres undefined)	-3%&5%	6%	2%	-2%&2%	1%&-2%	?	?	0%	0%
CC(C)C1N=C2c3ccccc3N=C(SCc3cc(=O)n4cc(Cl)ccc4n3)N2C1=O (centres undefined)	?	13%	-8%	23µM*	-6%	i	17	-1%	-6%
COc1cc(CCC(=O)N2CCN(c3ccccc3)CC2)cc(OC)c1OC	0%	-4%	10%	?	-13%	i	4	-20%	11%
COc1cccc(CN2CC(C(=O)N3CCCC3)CCC2=O)c1 (centres undefined)	23%	-3%	3%	4%	-11%	i	2	-1%	9%
COc1cccc(NC(=O)CN(C)C(=O)CSC(=S)N2CCCC2)c1	3%	1%	-17%	1%	5%	i	6	4%	-11%
CC(=O)Cc1nsc(NC(=O)c2cc(-c3ccccc3Cl)oc2C)n1	4%	1%	-1%	3%	-17%	i	-2	0%	0%
COc1ccc(N2CCN(C(=S)Nc3ccc(C)cc3)CC2)cc1	6%	3%	13%	-15%	-38%	?	-9	-16%	-20%
CCSc1nnc(NC(=O)CN2C(=O)N(C)C3(CCCCC3)C2=O)s1	2%	0%	2%	-5%	-2%	i	1	-2%	2%
O=Cc1ccccc1OCc1ccc2c(c1)OCO2	?	?	?	8%	8%	i	33	18µM*	?
Cc1cc2ccccc2n2c(SCC(=O)NCC3CCCO3)nnc12 (centres undefined)	-6%	-6%	15%	-17%	10%	i	-23	-27%	4%
FC(F)(F)c1ccc(C2[C@H]3CN(Cc4ccc(-c5ccccc5)cc4)[C@H](c4ccccc4)C34CC2(c2ccccc2)C4)cc1 (some centres undefined)	-12%	-17%	12%	-5%	14%	i	10	3%	11%
CC1=C(C(=O)N(C(C)C)C(C)C)CC(CC(=O)NC2CC2)C(=O)N1CCCN1CCCC1=O (centres undefined)	0%	·	19%	-1%	14%	i	0	·	24%
O=C(Cn1cccn1)N1CCCC(Nc2ccc(F)c(F)c2)C1 (centres undefined)	·	-3%	2%	·	-1%	i	14	0%	3%
COc1ccc(OCC(O)CN(C)C(=O)/C=C/c2cccc([N+](=O)[O-])c2)cc1 (centres undefined)	0%	5%	4%	-1%	-13%	i	-3	-4%	10%
Cc1[nH]c2ccccc2c1C(=O)COC(=O)C1CC(=O)N(Cc2ccccc2)C1 (centres undefined)	17%	0%	3%	13%	11%	i	10	-1%	3%
CCOC(=O)C1CCCN(C(=O)c2ccc3oc(Cc4ccccc4)nc3c2)C1 (centres undefined)	-1%	16%	4%	-13%	·	i	-5	-9%	4%
COc1ccc(OC(C)C(=O)NCc2nc(-c3cccc(C)c3)no2)cc1 (centres undefined)	0%	·	·	-27%	?	i	·	·	·
CCOCCCn1c(=S)[nH]c2cc(C(=O)NCCc3ccccc3)ccc2c1=O	15%	1%	8%	7%	0%	i	23	?	0%
CC(NC(=O)CCNC(=O)c1ccccc1Cl)C1CC2CCC1C2 (centres undefined)	-10%	4%	2%	-5%	-16%	i	8	3%	-1%
CCCCN1C(=O)C(CC(=O)NCc2cccs2)CC(C(=O)N(C)C)=C1C (centres undefined)	-1%	·	-2%	-12%	0%	i	13	·	-2%
CCOc1ccc(Cl)cc1-c1cc(C(=O)NCc2ccccc2)[nH]n1	0%	·	?	2%	-15%	i	?	·	?
COCCn1c(=S)[nH]c2cc(C(=O)N3CCN(C4CCCCC4)CC3)ccc2c1=O	-7%	·	-9%	1%	·	i	24	·	-4%
O=S(=O)(c1ccccc1)c1cnn2c(C(F)(F)F)cc(-c3ccccc3)nc12	0%	?	9%	2%	-12%	i	15	10%	-2%
CNS(=O)(=O)c1cccc(C(=O)OCC(=O)c2c(N)n(C)c(=O)n(C)c2=O)c1	22%	0%	8%	7%	14%	i	15	5%	1%
Cc1ccc(-c2cc(C(=O)NCc3ccc4c(c3)OCO4)no2)cc1	0%	?	-4%	21%	9%	i	-6	21%	-29%
